# Vif imaging: HIV Vif inhibition; inhibition, % at 7.49 µM; AID 602346; actives 0.35% (n = 340,000); HEK293T cells, Vif self-association by quenched fluorescence, imaging, 24 h; in the data active = inhibition above about 50%, passing the limit was not always enough; also: some results filed as inactive read as strong as hits
# HIF-2a inh: blocks HIF-2a reporter activity. inhibition, % at 18.8 µM. actives 0.72% (n = 360,000). AID 624352. 786-0 RCC cells HIF-2a reporter, luciferase luminescence, overnight;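 active = inhibition of the luminescence signal of 40% or more relative to plate controls, in a single-dose primary screen at 18.75 µM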
# CaV13 ICDI inh: Disruptors of the CACNA1D IQ motif to Ca2+-dependent inactivation inhibitor domain association, primary screening, Förster resonance energy transfer in intact living … | actives 0.098% (n = 340,000) | AID 743397 | inhibition, % at 12.3 µM | HEK cells, CFP/YFP FRET ICDI-IQ, plate reader, 10 min; percent FRET-ratio fall versus neutral wells;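 active = mean replicate inhibition of at least 30% and at least 1% of replicates passing that level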;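 also: 0% = median of the neutral control wells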
# CF NFkB inh: cystic fibrosis NF-kB activation inhibition; AID 588850; actives 0.86% (n = 360,000); KKLEB NF-kB-GFP reporter, PAF-induced, GFP fluorescence overnight; inhibition, % at 5 µM;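 active = at least 50% inhibition at 5 µM, scaled per plate between neutral and stimulator controls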;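 also: PAF is a Pseudomonas aeruginosa culture filtrate used as stimulus; plate controls were PAF-stimulated DMSO wells for no effect and unstimulated DMSO wells for full effect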
# PDI turbidity: inhibitors of human protein disulfide isomerase; P07237; PDI insulin aggregation turbidity, A650, 90 min; inhibition, % at 10 µM; actives 0.052% (n = 350,000);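 active = mean inhibition across replicates of 30% or more, whatever share of single replicates reach that level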;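 also: absorbance from insulin aggregation driven by PDI reduction with DTT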
# Target sequence (P07237 whole entry, looked up): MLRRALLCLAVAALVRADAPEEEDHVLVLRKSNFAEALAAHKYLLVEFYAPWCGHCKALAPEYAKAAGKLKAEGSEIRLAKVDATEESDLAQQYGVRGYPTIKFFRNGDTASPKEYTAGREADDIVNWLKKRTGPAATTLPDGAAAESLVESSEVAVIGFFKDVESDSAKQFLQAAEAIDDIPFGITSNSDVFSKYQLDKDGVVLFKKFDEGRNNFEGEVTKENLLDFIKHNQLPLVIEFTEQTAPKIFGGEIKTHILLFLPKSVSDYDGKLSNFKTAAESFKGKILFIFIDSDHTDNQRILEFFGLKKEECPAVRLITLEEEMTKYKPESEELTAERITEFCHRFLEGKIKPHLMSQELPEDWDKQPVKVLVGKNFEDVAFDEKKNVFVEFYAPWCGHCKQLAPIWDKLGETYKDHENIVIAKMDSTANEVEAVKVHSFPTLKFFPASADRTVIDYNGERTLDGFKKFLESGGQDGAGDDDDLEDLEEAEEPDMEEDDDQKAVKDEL
# Peg3 promoter: Peg3 promoter activity inhibition | actives 1.7% (n = 360,000) | AID 588405 | HeLa PEG-Prom luciferase reporter, luminescence, overnight | inhibition, % at 20 µM;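 active = inhibition of at least 50% at 20 µM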
# Shn3 3UTR inh: inhibitors of Schnurri-3 3'UTR reporter in osteoblasts; Clone20 osteoblast Shn3 3'UTR firefly luciferase, 24 h; inhibition, % at 12.5 µM; actives 0.52% (n = 360,000); AID 588674;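 active = mean inhibition of at least 75% with every replicate also reaching 75%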;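 also: 0% = median of neutral control wells and 100% = pilot-screen positive control compound; some compounds past the cut are filed as inactive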
# NR2E3 ag-1: agonists of human NR2E3 nuclear receptor | Q9Y5X4 | AID 602229 | actives 0.35% (n = 360,000) | inhibition of corepressor binding, % at 3.98 µM | CHO-S Gal4-NCOR/VP16-NR2E3 two-hybrid, luciferase;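 active = inhibition above the mean of all tested compounds plus 3 SD, cut at about 70% in these data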;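 also: 0% = DMSO with NR2E3 transfected cells and 100% = cells lacking NR2E3 construct; higher means lower luciferase signal from less NR2E3 corepressor binding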
# Target sequence (Q9Y5X4 whole entry, looked up, the tested form may be a part): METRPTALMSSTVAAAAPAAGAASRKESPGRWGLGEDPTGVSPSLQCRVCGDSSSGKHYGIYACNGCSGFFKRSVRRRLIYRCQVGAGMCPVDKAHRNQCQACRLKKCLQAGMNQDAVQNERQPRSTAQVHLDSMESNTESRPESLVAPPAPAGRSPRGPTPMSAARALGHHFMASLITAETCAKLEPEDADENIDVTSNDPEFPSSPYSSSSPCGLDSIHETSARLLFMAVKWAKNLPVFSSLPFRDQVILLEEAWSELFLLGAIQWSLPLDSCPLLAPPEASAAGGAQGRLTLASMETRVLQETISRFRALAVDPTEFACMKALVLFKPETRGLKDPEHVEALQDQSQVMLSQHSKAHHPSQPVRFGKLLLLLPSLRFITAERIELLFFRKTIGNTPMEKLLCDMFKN
# NR2E3 ag-2: NR2E3 (human) agonism; AID 2300; GST-NR2E3/biotin-RetCOR TR-FRET, 1536-well; inhibition of corepressor binding, % at 4.78 µM; actives 0.12% (n = 320,000);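 active = percent inhibition above the cutoff of mean plus 3 SD of all tested compounds, set per screening campaign, cut at about 20% in these data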;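 also: 0% = DMSO wells and 100% = biotin wells as full block of FRET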
#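 Material: NR2E3–RetCOR corepressor complex | Quantity: 1.35 nM GST-tagged NR2E3 final | Schedule: 5 h at 4 °C | Replication: Singlicate compound wells | Reagent: RetCOR corepressor, biotinylated, 7 nM | Controls: Biotin wells as high control, 0.6% DMSO wells as low control | Signal: TR-FRET, Eu(K)-anti-GST donor, streptavidin-D2 acceptor, ex 340, em 617/671 nm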
# MITF TRPM1 inh: inhibitors of MITF-driven TRPM1 promoter in melanoma cells; SK-MEL-5 TRPM1 promoter luciferase, 24 h; inhibition, % at 12.5 µM; actives 0.83% (n = 330,000); AID 488899;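 active = mean inhibition across replicates of 60% or more, whatever share of single replicates reaches that level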; also: values of inactives mirror those of a sister screen read the other way
# KKLEB tox: counter-screen for CF NF-kB inhibitors: cytotoxicity; KKLEB CF airway cells viability, ATPlite luminescence, overnight; stronger effect = lower value; cells stimulated with P. aeruginosa culture filtrate; activity change (cytotoxicity), % at 5 µM; actives 0.36% (n = 360,000);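 active = corrected activity change at or below -50% at 5 µM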
# * hit, by the source's call; · = not tested or not shown.
SMILES,Vif imaging,HIF-2a inh,CaV13 ICDI inh,CF NFkB inh,PDI turbidity,Peg3 promoter,Shn3 3UTR inh,NR2E3 ag-1,NR2E3 ag-2,MITF TRPM1 inh,KKLEB tox
Cn1c2ccccc2c2cnn(CC(=O)Nc3ccc(Cl)cc3)c(=O)c21,-6,10,-3,2,-1,26,-34,4,1,21,1
COc1nn(C(C)C(=O)N2N=C(C(F)F)CC2(O)C(F)F)cc1[N+](=O)[O-] (stereo unspecified),-1,24,-4,7,-4,-2,4,-19,2,10,-1
CCCCOC(=O)Nc1nnc(CCOCC)s1,3,-9,-4,-4,-1,-1,-15,-19,-2,12,3
Cc1ccc(OCCN2CCC2(C)C(=O)Nc2ccc3c(c2)OCCO3)cc1 (stereo unspecified),·,-5,-6,-1,-1,-3,14,1,·,·,-11
NS(=O)(=O)c1ccc(CCNC(=O)COC(=O)CN2C(=O)C3CCCCC3C2=O)cc1 (stereo unspecified),-4,8,-4,-3,2,13,-12,-14,-2,5,-4
COc1ccc(-c2noc(CNC(=O)CCN3C(=O)[C@H]4CC=CC[C@H]4C3=O)n2)cc1,-2,2,-3,-6,-7,-7,7,-8,0,1,-4
C=CCOC(=O)C1=C(C)NC(SCC(N)=O)=C(C#N)C1c1ccc(C)cc1 (stereo unspecified),3,16,-2,-6,-4,-4,9,12,0,13,-8
CCSc1nc(C)c(C(C)=O)cc1C#N,-14,0,-5,18,5,-4,-13,-26,3,-14,-17
CC(=O)N1CCN(C(=O)c2cc(S(=O)(=O)Nc3ccc(S(C)(=O)=O)cc3)ccc2Cl)CC1,-8,11,-2,-16,10,16,10,-11,0,5,26
O=C(Oc1cccc(NC(=O)c2ccco2)c1)c1ccc(Br)c(S(=O)(=O)N2CCCCC2)c1,0,-20,-4,6,2,-66,-18,-24,1,-15,6
COc1ccc(/C(N)=N/OC(=O)c2ccc(C)c([N+](=O)[O-])c2)cc1OC,0,-64,-6,-29,6,-46,-34,-27,0,-33,17
Cc1onc(-c2ccccc2Cl)c1C(=O)N1CCN(c2ncccn2)CC1,-1,9,7,-4,1,4,10,-17,2,·,-4
Cc1ccc(-c2csc(C3C(N)=NC(S)=C(C#N)C34CCCCC4)n2)cc1 (stereo unspecified),8,-43,-5,-5,0,-36,-6,17,-2,-7,9
COC(=O)c1ccc(NCc2c(O)ccc(O)c2Br)cc1Cl,70*,-5,-8,22,-9,19,81,-2,·,6,-2
COCCNc1nc2ccccc2n2cnnc12,19,-2,-6,-6,-3,4,5,-2,0,-3,4
O=[N+]([O-])c1cccc(-c2ccc(SCc3cccnc3)nn2)c1,-10,-204,7,8,1,-163,-29,-11,9,-64,6
COc1ccc(-c2ccc(C(=O)Nc3ccc(C(C)C)cc3)c3occc23)c(C)c1,-9,-9,-7,-2,-4,-9,-8,-1,·,·,-13
Cc1c(C=O)c2ccccn2c1C(=O)c1ccccc1Cl,0,25,-3,23,-2,26,5,-16,0,7,-12
COc1ccc(-n2nc3c(c2NC(=O)c2c(-c4ccccc4Cl)noc2C)CS(=O)(=O)C3)cc1,18,0,-7,12,1,-3,6,-10,0,4,-4
CC1=C(C(N)=O)C(c2cccs2)NC(=O)N1 (stereo unspecified),0,8,-16,10,4,7,2,7,-2,-9,-1

# Exported bar-delimited: entries from further up
Structure | Vif imaging | HIF-2a inh | CaV13 ICDI inh | CF NFkB inh | PDI turbidity | Peg3 promoter | Shn3 3UTR inh | NR2E3 ag-1 | NR2E3 ag-2 | MITF TRPM1 inh | KKLEB tox
COCCNc1nc2ccccc2n2cnnc12 | 19 | -2 | -6 | -6 | -3 | 4 | 5 | -2 | 0 | -3 | 4
O=[N+]([O-])c1cccc(-c2ccc(SCc3cccnc3)nn2)c1 | -10 | -204 | 7 | 8 | 1 | -163 | -29 | -11 | 9 | -64 | 6
COc1ccc(-c2ccc(C(=O)Nc3ccc(C(C)C)cc3)c3occc23)c(C)c1 | -9 | -9 | -7 | -2 | -4 | -9 | -8 | -1 | · | · | -13
Cc1c(C=O)c2ccccn2c1C(=O)c1ccccc1Cl | 0 | 25 | -3 | 23 | -2 | 26 | 5 | -16 | 0 | 7 | -12

# Carrying on.
SMILES,Vif imaging,HIF-2a inh,CaV13 ICDI inh,CF NFkB inh,PDI turbidity,Peg3 promoter,Shn3 3UTR inh,NR2E3 ag-1,NR2E3 ag-2,MITF TRPM1 inh,KKLEB tox
Cc1nc(-c2ccc(-c3ccon3)s2)no1,-7,-101,-5,-32,-10,-65,-46,-16,-2,-45,13
O=C(C/C=N\OCc1ccc([N+](=O)[O-])cc1)Nc1ccc(Cl)cc1,5,5,-7,-26,5,10,1,-14,-2,1,5
Cc1cc(Br)ccc1NC(=O)CNC(=O)c1cnn(C)c1,-4,11,-15,14,13,13,11,3,0,1,0
CC(CC(=O)c1ccc(F)cc1)N1CCN(c2ccccc2)CC1 (stereo unspecified),-5,15,-10,17,-4,11,-13,-36,·,0,6
O=S(=O)(c1ccc(-c2csc(-c3cccnc3)n2)cc1)N1CCCCC1,-4,-8,-6,-15,-5,27,16,-12,-5,-3,4
COc1ccc(-c2c(=O)n(OCc3ccccn3)c3ccccc3[n+]2[O-])cc1OC,12,-30,-5,-11,1,-19,3,-21,0,6,2
CCOC(=O)c1c(C)c(C(=O)NC(C)COC)c(C)n1C (stereo unspecified),3,10,-4,-2,4,12,-24,-11,2,8,9
Cc1nc2ncnn2c(C)c1CCC(=O)Nc1csc(N)n1,16,22,-4,-8,2,5,-8,-9,3,-1,4
CN(C)c1cc(-c2ccc(Cl)cc2Cl)oc(=O)c1Cl,19,-106,-18,10,-7,-44,6,-6,1,-7,14
CN1c2ccccc2C2(C)CCCC3=Cc4cc([N+](=O)[O-])cc([N+](=O)[O-])c4OC312 (stereo unspecified),-1,8,-5,32,7,35,16,-1,-3,-1,-11
COc1cccc(NC(=S)N2CCc3cc(OC)c(OC)cc3C2COc2ccc3c(C)cc(=O)oc3c2)c1 (stereo unspecified),3,18,-5,0,1,10,13,-15,-2,4,-3
CCOC(=O)c1ccc(NC(=O)Nc2ccc(S(N)(=O)=O)cc2)cc1,·,23,·,4,-10,-10,9,-21,-7,-4,2
O=S(=O)(Cc1cccc(F)c1)c1c[nH]c2ccccc12,·,-24,-3,-26,·,-11,3,-75,-1,-4,12
CCOc1ccc(C2CC(=O)NC(SC)=C2C#N)cc1 (stereo unspecified),·,1,-5,-24,-2,4,-8,16,4,-1,1
CCN(CC(=O)Nc1ccccc1C(F)(F)F)C(=O)CCOc1ccc(C)cc1,-1,3,-13,19,-2,-3,12,10,-1,1,-11
COc1ccc(C2c3ccc(O)cc3Oc3ncn(CC(C)C)c(=N)c32)cc1 (stereo unspecified),-5,12,0,17,8,4,7,-1,1,-5,2
CN(C)c1ccc(P(=O)(OCc2ccccc2)C(O)c2ccc(Cl)cc2)cc1 (stereo unspecified),-6,15,-13,12,-1,22,-4,-6,-5,5,-8
COc1nc(N2CCCCCC2)nc(N2CCCCCC2)n1,-17,24,-4,6,-7,16,13,8,0,-5,-9
Nc1ccc2c(=O)[nH][nH]c(=O)c2c1,5,12,-5,-1,2,6,9,0,·,-11,7
CC(C)c1ccc(/C=N/NC(=O)CC(=O)NC2CCCCC2)cc1,14,6,-3,-15,-1,2,4,-5,5,18,26
COC(=O)c1ccc(NC(=O)c2nc(S(=O)(=O)Cc3cccc(C)c3)ncc2Cl)cc1,-21,92*,-3,85*,0,99*,95*,13,3,94*,-101*
O=[N+]([O-])c1cccc(Oc2cnccn2)c1,9,12,-5,-16,3,4,-35,-21,2,5,5
Cc1cccc(NC(=O)NC(C)C(c2ccccc2)N2CCN(C)CC2)c1 (stereo unspecified),1,7,-7,-6,-2,-1,-8,3,-1,-9,-6
Cc1nc(SCc2nc3c(C)cccc3[nH]2)c2oc3ccccc3c2n1,-22,12,-9,-37,-6,6,-9,33,·,12,-17
CCn1c(N2CCN(C(=S)NC)CC2)nc2ccccc21,-10,10,-9,2,3,3,-5,-3,0,11,1
CC(C)(C)NC(=O)Cn1c(Cl)nc2ccccc21,2,15,-6,9,12,2,7,-12,0,1,2
COc1ccc(S(=O)(=O)N2CCCC2CNC(=O)C(=O)NC2CC2)cc1 (stereo unspecified),-7,4,-6,-12,-4,1,23,-16,2,-5,20
CC(=O)Nc1cc2c(ccc3ccccc32)oc1=O,1,-15,-4,-82,2,-60,-56,-14,3,-15,8
Cc1ccc2oc(=O)c3cnn(CC(=O)NCCN4CCOCC4)c3c2c1,-3,-3,-7,-8,·,22,-20,-37,-1,·,-7
CC1CC(C)CN(S(=O)(=O)c2ccc3oc(=O)ccc3c2)C1 (stereo unspecified),·,9,-5,-2,-3,-3,7,-6,0,1,4
CCN(C(=O)CSc1nnc(-c2cccc(Cl)c2)n1N)c1c(N)n(Cc2ccccc2)c(=O)[nH]c1=O,15,6,-6,4,-2,10,3,-12,·,-5,5
COc1ccc(-n2nnnc2SCC(=O)NNC(=O)c2ccc([N+](=O)[O-])cc2)cc1,1,3,-5,-14,5,11,0,12,2,8,2
Cc1ccc(S(=O)(=O)NNC(=O)C2CC=CCC2C(=O)O)cc1 (stereo unspecified),11,18,-7,-1,9,-4,-12,9,4,-2,8
COc1cc(OC)cc(OC)c1,-3,-2,-6,22,-4,15,-10,-8,·,·,3
COC(=O)C1=C(C)N(Cc2ccccc2)C(=O)N[C@H]1CCc1ccccc1,-1,8,-10,-17,-4,-11,2,-3,-1,13,-7
O=C(NCC(=O)N(CCc1ccccc1)C(C(=O)NC1CCCCC1)c1ccncc1)c1ccco1 (stereo unspecified),-5,12,-4,-4,0,20,-9,4,0,5,-1
C=CCn1c(C(C)NC(=O)c2ccccc2C)n[nH]c1=S (stereo unspecified),4,8,-5,8,7,2,-5,-6,-3,-2,-1
Cc1ccc(NS(=O)(=O)c2ccc(CCC(=O)NCCCOC(C)C)cc2)cc1,-1,16,-3,-1,-1,18,-5,4,3,0,10
O=C1N(Cc2cccnc2)C[C@@H]2C[C@@H](c3ccc4nsnc4c3)N3CCC[C@@]123,3,11,-3,4,-44,4,16,-21,8,7,-8
O=C(Cn1sc2ccccc2c1=O)Nc1ccccc1,-5,26,-6,28,1,7,10,-4,·,·,-7
CCNC(=O)Nc1ccc2c(c1)c(=O)n(C)n2CC=C(C)C,13,-13,-5,-13,10,-10,-9,15,·,·,0
Fc1ccc(NC(=S)N2CCCC2)cc1,12,18,·,-13,-15,13,-7,-18,1,12,-5
C=CCN(Cc1nc(-c2ccc(OC)cc2)no1)C(=O)c1ccc2c(c1)OCO2,-1,-3,-4,-1,2,12,18,-11,3,-6,6
Cc1ccc(-n2c(=O)c3sccc3n(Cc3cc(=O)n4cc(Cl)ccc4n3)c2=O)cc1F,-13,13,-8,16,-3,5,7,12,-1,15,-7
